# RAM network inh: blocks the yeast RAM network. S. cerevisiae dse1pr::URA3 reporter, 5-FOA growth OD615, 2 d; analog-sensitive cbk1-as2 kinase mutant strain. inhibition, % at 50 µM. 1.8% of 190,000 active;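 active means inhibition above a set limit, 3 SD over mean compound inhibition, cut at about 8.4% in these data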;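 further: 0% = DMSO-only wells with no growth and 100% = 10 µM 1-NA-PP1 full growth; inhibition rescues growth on 5-FOA so higher OD means more RAM inhibition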
# SRC2 TRFRET art: TR-FRET artefact, counter-screen to PPARgamma/SRC-2 agonist assay | stronger effect = higher value | TR-FRET ratio at 8 µM | 0.4% of 200,000 active; in the data active means TR-FRET ratio above about 2000; further: inactives centre near 1500
# STAT3 activator: STAT3 signaling activation; U3A cells, IL-6 STAT3-luciferase reporter, luminescence; 100% = signal with IL-6 EC80 alone; activation (% of control), % at 5.6 µM; 0.91% of 190,000 active; AID 871;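 active means activation above the screen-wide mean of compound activation plus 3 SD, cut at about 130% in these data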;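 further: 0% = background luminescence of wells with medium and substrate only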
#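 Test system: human U3A cells carrying STAT3-luciferase construct; control set: IL-6-only wells as 100% reference; timing: compound pre-incubation 1 h before IL-6, then 6 h stimulation at 37 °C; also added: IL-6 stimulus at 33 ng/mL final; evaluation: % activation versus median of IL-6-stimulated wells; detection: reporter luminescence signal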
# TLR4 MyD88 comp: TLR4-MyD88 interaction inhibition in cells; HeLa CL3-4 TLR4/MyD88 BLA complementation, FRET ratio; 0.18% of 200,000 active; inhibition, % at 8.4 µM; O00206+Q99836; in the data active means inhibition above about 25%;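 further: 0% = vehicle and 100% = reference inhibitor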
# PPARg SRC3 recr: PPARgamma-driven SRC-3 recruitment agonism; P37231; biochemical PPARgamma/SRC-3 coactivator recruitment assay; activation, % at 8 µM; 0.26% of 200,000 active; AID 731; in the data active means activation above about 23%;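 further: 0% = DMSO and 100% = reference agonist; some compounds past the cut are filed as inactive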
# S1P3 antag: blocks the human S1P3 receptor | CHO S1P3 NFAT-BLA reporter, FRET fluorescence, antagonist mode | inhibition, % at 4.98 µM | 0.27% of 170,000 active | AID 485;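 active means inhibition above the plate cutoff, the mean inhibition of test wells on that plate plus 3 SD, cut at about 28% in these data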;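 further: cells challenged with S1P at its EC80 of 0.8 µM; blue over green emission ratio from cleaved BLA substrate after 4 h stimulation; 0% = S1P-stimulated wells and 100% = unstimulated DMSO-only wells; some compounds past the cut are filed as inactive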
# Target sequence (Q99500 whole entry, looked up): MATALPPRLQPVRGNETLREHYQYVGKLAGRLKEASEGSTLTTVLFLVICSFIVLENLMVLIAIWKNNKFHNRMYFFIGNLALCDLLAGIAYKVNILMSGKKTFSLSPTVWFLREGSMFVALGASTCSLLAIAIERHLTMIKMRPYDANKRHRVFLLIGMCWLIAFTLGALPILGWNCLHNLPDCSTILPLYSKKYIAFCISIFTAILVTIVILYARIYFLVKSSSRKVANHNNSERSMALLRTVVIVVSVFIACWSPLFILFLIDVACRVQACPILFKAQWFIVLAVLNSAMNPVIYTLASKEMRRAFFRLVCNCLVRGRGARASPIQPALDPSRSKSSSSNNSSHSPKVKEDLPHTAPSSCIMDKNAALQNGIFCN
# STAT3 inh: inhibitors of IL-6 induced STAT3 signaling | inhibition, % at 5.5 µM | 0.89% of 190,000 active | U3A cells, IL-6 STAT3-luciferase reporter, luminescence; host cell line lacks STAT1;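 active means inhibition above the mean inhibition across all screened compounds plus 3 SD, cut at about 44% in these data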;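 further: 0% = DMSO only wells and 100% = 100 µM nifuroxazide control wells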
# PPARg SRC2 recr: promotes SRC-2 coactivator recruitment by human PPARgamma. 0.34% of 200,000 active. P37231. activation, % at 8 µM. PPARgamma LBD-SRC-2 recruitment, biochemical; in the data active means activation above about 22%;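 further: 0% = vehicle and 100% = reference agonist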
# STAT1 blocker: STAT1 signaling inhibition. NIH 3T3 STAT1-luciferase reporter, IFN-gamma, luminescence. inhibition, % at 5.5 µM. 0.35% of 200,000 active;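 active means inhibition above a set limit, the mean inhibition across all tested compounds plus 3 SD, cut at about 34% in these data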;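 further: 0% = IFN-gamma with DMSO and 100% = IFN-gamma with 300 µM nifuroxazide; values of inactives mirror those of a sister screen read the other way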
# PPARg SRC1 recr: PPARgamma-driven SRC-1 recruitment agonism. P37231. PPARgamma-SRC-1 coactivator recruitment biochemical assay. activation, % at 8 µM. 0.41% of 200,000 active. AID 631; in the data active means activation above about 19%;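 further: 0% = DMSO and 100% = reference agonist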
# ROMK primary: human ROMK K+ channel modulation, primary screen; P48048; Tet-inducible ROMK, thallium flux fluorescence; actives lie on both sides; B-score at 10 µM; 2% of 130,000 active; AID 1918;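 active means signal ratio slope over the read window, or its plate-corrected B-score, at least 3 SD from the plate mean, either direction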;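 further: B-score of the F/F0 ratio slope over 7 to 12 s after thallium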
# Target sequence (P48048 whole entry, looked up): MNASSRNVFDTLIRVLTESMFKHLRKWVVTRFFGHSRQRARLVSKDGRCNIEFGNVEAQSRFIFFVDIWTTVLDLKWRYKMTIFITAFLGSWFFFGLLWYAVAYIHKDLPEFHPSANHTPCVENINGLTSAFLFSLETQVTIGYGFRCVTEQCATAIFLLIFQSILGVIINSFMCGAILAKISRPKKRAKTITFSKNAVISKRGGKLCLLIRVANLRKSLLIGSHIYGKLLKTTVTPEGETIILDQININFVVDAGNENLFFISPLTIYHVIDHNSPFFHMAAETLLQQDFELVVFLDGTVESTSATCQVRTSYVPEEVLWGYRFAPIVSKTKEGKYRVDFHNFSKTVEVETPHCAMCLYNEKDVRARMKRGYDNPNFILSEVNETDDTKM
# Numbers without * were called inactive; · = no result given.
SMILES,RAM network inh,SRC2 TRFRET art,STAT3 activator,TLR4 MyD88 comp,PPARg SRC3 recr,S1P3 antag,STAT3 inh,PPARg SRC2 recr,STAT1 blocker,PPARg SRC1 recr,ROMK primary
COc1cccc(C(=O)NC(C)C(c2cccs2)N2CCN(C)CC2)c1 (stereo unspecified),1.3,1687,98,12,-2,1,6,-4,3,2,·
COCC(=O)NC1CC2CCCC(C1)N2Cc1ccccc1 (stereo unspecified),1.5,1500,97,11,10,9,10,-6,-3,9,·
CCN(CC)c1ccc(NC(=O)C2CCCN(S(=O)(=O)c3cnc[nH]3)C2)c(C)c1 (stereo unspecified),0.5,1598,101,-2,0,-30,8,4,6,4,·
CC(=O)SCC(=O)N=c1sc2cc(F)ccc2n1C,4.6,1646,90,-4,-3,·,12,5,0,-2,-0.15
CCc1cc2c(NCCO)ncnc2s1,-0.4,1394,101,-8,0,-1,6,3,-4,5,-0.92
C=CCc1cc(OC)ccc1OCCN(C)Cc1ccccc1,2.8,1481,105,1,3,-18,-1,11,0,4,-1.5
CCCCSc1nnc(-c2ccc(C)cc2)n1C,-0.8,1472,100,-7,-7,·,4,0,-18,6,·
Cc1ccc(O)c(C=Nc2cc(C)ccc2O)c1,0.8,1304,111,-1,0,-4,-9,2,7,-5,0.47
Cc1ccc(NC(=O)CN2CCC(Cc3ccccc3)CC2)cc1S(=O)(=O)N(C)C,1.1,1709,90,9,9,7,14,6,3,9,0.58
Cc1ccc(Cc2c(C)nc3nc(SCC(=O)NCc4ccco4)nn3c2C)cc1,3.1,1582,89,-5,-4,·,16,-3,2,1,1.4
OCc1nc2ccccc2n1CCCOc1ccc(Br)cc1,0.3,1676,91,7,10,-24,15,7,2,1,·
COC(=O)Cc1c(O)ccn(CCc2c[nH]c3ccc(OC)cc23)c1=O,0.9,1609,95,4,-2,16,17,-3,1,6,0.65
CC(=O)Oc1ccc(C(=O)Nc2cc(C)ccc2NC(=O)COc2ccccc2)cc1,2.9,1650,108,-2,-4,·,2,2,0,-13,·
CN(CCC#N)C(=O)CSc1ncnc2sc(-c3ccccc3)cc12,1.0,1583,107,-2,-3,26,-3,9,-4,0,·
Cc1ccc(C)c(Cn2nnc3c(=O)[nH]c(C4CCCN(C(=O)C5CCC5)C4)nc32)c1 (stereo unspecified),-0.7,1585,102,8,5,37,4,6,-2,2,·
Cc1ccc(-n2c(=O)[nH]c3ncccc3c2=O)cc1,0.3,1747,101,-8,7,-17,4,0,-4,7,-0.99
CC(/C=C/c1ccccc1)=N\NC(=O)CSc1ccccn1,-0.7,1592,101,2,5,-17,0,4,1,8,-0.91
CC(C)CC(=O)NN1CCCCC1,-0.6,1389,99,17,-15,·,9,2,6,-4,·
O=C(O)C1CCCN1S(=O)(=O)c1ccc(Cl)c(Cl)c1 (stereo unspecified),1.1,1659,102,-12,0,-13,2,-2,8,12,0.2
N#CC1=C(c2ccccc2)/C(=C/c2ccccc2)OC1=O,6.2,1487,124,17,0,·,-29,5,17,-4,-0.0074
Cc1cccc(C)c1NS(=O)(=O)c1ccc2c(c1)NC(=O)CO2,-1.2,1477,103,1,-5,2,0,-3,-1,2,·
CCNC(=O)c1ccccc1SCc1ccccc1,-0.2,1479,102,-1,1,12,1,2,-11,-3,0.99
COc1ccc(Br)cc1/C=C/C(=O)c1ccc(NC(C)=O)cc1,7.0,1699,92,13,4,-1,9,4,31,-3,·
Cc1cc(C)n(-c2ccc(Oc3ccccc3)c(S(=O)(=O)O)c2)n1,1.6,1572,98,-12,5,4,8,7,-3,3,0.4
C=CCn1c2ccccc2n2nc(C)c(=O)nc12,0.4,1507,103,4,12,·,0,-2,1,3,·
Cc1c(Cl)c(C(=O)Nc2nc3ccccc3n2CCN2CCCCC2)nn1C,1.1,1443,96,4,-10,·,13,-13,-2,2,·
COc1cccc2cc(C(=O)n3ccc(C)n3)c(=O)oc12,3.0,1383,117,-8,-5,-19,-17,-3,-9,-2,·
COc1cccc(NC(=O)CSc2nnc(Cc3cccn3C)n2-c2ccc(F)cc2)c1,3.7,1507,104,-2,13,2,1,10,6,5,·
COc1cc(OC)cc(C(=O)N[C@H](C(=O)Nc2ccc(NC(C)=O)cc2)C(C)C)c1,7.2,1253,102,7,2,4,2,0,-3,-2,0.095
COC(=O)c1ccccc1NC(=O)Nc1cccs1,-0.1,1536,98,-7,3,12,6,7,1,0,·
Cc1ccc2[nH]c(=O)c(CN(Cc3ccccc3)Cc3nnnn3C3CCCC3)cc2c1,3.6,1418,112,16,0,0,-10,5,-7,1,-2.5
CC1CN(S(=O)(=O)c2cccc(C(=O)OCC(=O)c3cccs3)c2)CC(C)O1 (stereo unspecified),0.5,1487,97,1,-1,·,8,-9,-1,7,·
Cn1cccc1Cc1nnc(SCC(=O)Nc2ccc3c(c2)OCO3)n1CCc1ccccc1,4.1,1554,105,4,-1,3,-6,3,-4,-2,·
O=C1OC(OC(=O)c2ccccc2Br)C(N2CCOCC2)=C1Cl (stereo unspecified),1.6,1744,101,3,-2,-4,-4,-8,-4,0,-0.77
CC(C)c1c(O)nc(SCCN(C)C)[nH]c1=O,2.5,1617,98,-12,3,-5,12,0,4,0,·
COC(=O)c1cccc(NC(=O)CSc2ncn[nH]2)c1,0.5,1504,104,-2,-2,-24,2,12,3,4,·
O=C(CCCSc1nc2ccccc2[nH]1)NCc1ccc(Cl)cc1,1.3,1519,111,24,0,-18,-12,-1,-2,-7,-1.2
COc1ccc(CCNS(=O)(=O)c2cccc(S(=O)(=O)N3CCCC3)c2)cc1OC,2.7,1438,103,4,-6,-25,4,-4,13,1,·
C=C(Cl)COc1ccc2c(CC)cc(=O)oc2c1,-0.9,1575,86,-22,6,-57,26,0,-2,-2,·
O=C(Nc1ccc(N2C(=O)C3CCCCC3C2=O)cc1Cl)c1cccs1 (stereo unspecified),4.4,1741,100,-2,2,-5,4,8,-12,7,-0.0018
COc1ccc(-c2onc(C)c2-c2cnn(-c3ccccc3)c2)c(O)c1,2.3,1663,110,-8,-2,-11,-12,0,4,1,-0.051
NS(=O)(=O)c1ccc(NC(=O)c2ccccc2C(=O)N2CCCCC2)cc1,-0.2,1664,94,-1,-9,-24,14,2,0,-3,1.5
O=C(/C=C/c1ccc(S(=O)(=O)N2CCOCC2)cc1)NCc1ccc(Cl)cc1,1.8,1706,98,-14,7,-1,0,7,3,4,0.026
O=C(Nc1nc(-c2ccccc2)cs1)C1c2ccccc2Oc2ccccc21,1.5,1613,123,-9,10,·,-17,5,-4,10,·
O=C(CCCC(=O)N(CC(=O)NC1CCCCC1)Cc1ccccc1)Nc1ccccn1,-0.3,1637,104,-7,-7,·,-8,6,5,2,-0.37
Cc1ccc(C(=O)Nc2nnc(-c3ccco3)o2)cc1,0.5,1578,81,6,3,-8,19,1,-9,-3,·
CC(=O)Nc1ccc(/C(C)=N/Nc2nc(Nc3cccc4ccccc34)nc(N3CCOCC3)n2)cc1,-0.1,1489,106,4,-6,3,-6,5,-1,3,-0.1
Oc1ccc(-c2nc3ccc4ccccc4c3c3c2CCC3)cc1O,2.0,1382,97,0,3,3,2,-4,-12,-1,·
COC(=O)c1cccc(NCN2C(=O)c3ccccc3C2=O)c1,0.1,1382,98,-9,-5,3,9,-5,14,-6,·
CCCCOc1ccc(-c2cc(C(F)(F)F)c(C#N)c(SCC(=O)O)n2)cc1,8.4*,1450,104,-3,-6,-9,-4,-3,2,1,-2.1
Fc1ccc(C(c2ccc(F)cc2)N2CCN(C/C=C/c3ccccc3)CC2)cc1,-1.2,1509,90,-4,0,-7,13,-3,0,4,·
COC(=O)c1ccccc1NC(=O)Nc1nnc(N2CCC(C)CC2)s1,1.9,1487,91,-8,-2,·,19,0,2,2,·
N#Cc1ccsc1NC(=O)COC(=O)c1ccc2ccccc2c1,5.2,1610,111,-6,-1,-23,-10,1,-13,7,-1.4
CC(=O)c1ccc(Sc2nnc(C)s2)c([N+](=O)[O-])c1,3.8,1417,98,0,-5,0,8,3,18,-3,0.78
COc1ccccc1NC(=O)C/C(N)=N/O,1.3,1536,111,-3,5,·,-10,4,9,5,0.12
O=[N+]([O-])/C(C(Cl)=C(Cl)Cl)=C(/NC1CC1)Sc1ccccc1,-0.8,1626,104,-11,4,-15,-2,-6,4,3,1.6
O=C1/C(=C/c2ccc(Cl)cc2)NC(=S)N1Cc1cccnc1,1.9,1411,94,6,2,-15,12,-10,8,-1,·
CCn1c(SCc2cccc(C)c2)nnc1-c1ccc(C)cc1,-0.7,1635,90,10,4,·,16,1,-1,9,·
COC(=O)Nc1ccc(S(=O)(=O)N(CCO)CCO)cc1,0.1,1483,108,1,-3,·,-3,-1,3,-2,0.73
O=C(CSCCO)Nc1cc(C(F)(F)F)ccc1Cl,0.1,1447,85,2,4,-5,21,15,3,2,-0.054

# Exported with values under each structure: entries from further up
# Every second line gives: RAM network inh, SRC2 TRFRET art, STAT3 activator, TLR4 MyD88 comp, PPARg SRC3 recr, S1P3 antag, STAT3 inh, PPARg SRC2 recr, STAT1 blocker, PPARg SRC1 recr, ROMK primary
> Cc1ccc(C(=O)Nc2nnc(-c3ccco3)o2)cc1
    0.5, 1578, 81, 6, 3, -8, 19, 1, -9, -3, ·
> N#Cc1ccsc1NC(=O)COC(=O)c1ccc2ccccc2c1
    5.2, 1610, 111, -6, -1, -23, -10, 1, -13, 7, -1.4

# The listing continues.
SMILES,RAM network inh,SRC2 TRFRET art,STAT3 activator,TLR4 MyD88 comp,PPARg SRC3 recr,S1P3 antag,STAT3 inh,PPARg SRC2 recr,STAT1 blocker,PPARg SRC1 recr,ROMK primary
Cc1cc(=O)[nH]c(SCC(=O)Nc2ccc3c(c2)OCCO3)n1,0.5,1535,105,-1,-3,-13,0,-6,8,2,-0.64
CCc1ccccc1Nc1nc2ccccc2n1CC,-0.7,1553,95,0,3,-15,10,-1,-7,-4,0.0072
COC(=O)c1ccc2c(=O)n(CCCCCC(=O)NCCNC(C)=O)c(=O)[nH]c2c1,0.9,1568,109,0,-2,-10,-5,3,-5,3,0.55
O=Cc1cn(CC(=O)Nc2ccc3c(c2)OCO3)c2ccccc12,3.1,1634,70,-18,3,-14,41,6,18,9,-0.72
O=C(c1ccc([N+](=O)[O-])cc1)N1CCc2ccccc2C1,1.8,1534,101,-6,-1,1,-3,6,-8,1,-0.58
O=C(Cc1ccc([N+](=O)[O-])cc1)N1CCN=C1SCc1ccccc1,-1.0,1550,80,6,4,-1,25,6,10,2,·
CC(c1ccccc1)N1C(=O)NC(NC(=O)c2cccnc2)(C(F)(F)F)C1=O (stereo unspecified),0.6,1278,101,3,-5,·,1,7,6,-2,·
CCOC(=O)c1cc(-c2cccc([N+](=O)[O-])c2)nc2[nH]c(=O)[nH]c(=O)c12,1.8,1557,121,10,5,-16,-10,3,-9,-2,0.67
CCOC(=O)N1CCN(C(=O)CNC2CCCCCCC2)CC1,1.3,1852,100,-8,4,-20,0,-5,7,-6,0.016

# Assay outcomes as filed in PubChem BioAssay.
